From PubChem
TRPV1 ag – activates the human vanilloid receptor TRPV1; Q8NER1; TRPV1-expressing cells, Fluo-8 calcium influx, agonist mode; activation, % at 8.33 µM; 320,000 compounds, 0.19% hits; AID 540275; in the data active = activation above about 80%; inconclusive = between about 30% and that limit; note: 0% is about no effect
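Cells expressing TRPV1 were dye-loaded with Fluo-8 and read kinetically: 10 s baseline, 3 min after compound (agonist portion), then 2 min after EC20 capsaicin (allosteric enhancer portion). Calcium-bound dye fluorescence at 480/520 nm.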
BRCA1 expr act – increases BRCA1 expression; Potency, µM (highest dose often 46.1 µM), for the others: at the top dose activation, most hits filed as activators; MCF7-BRCA1-FFLuc reporter, luminescence, 48 h; response scale: scaled: vehicle 0%, 10 µM genistein 100%; AID 624202; 380,000 compounds, 1.1% hits; note: potency is the fitted concentration of half-maximal effect; nearly all actives have a fitted effect of over 80% in size; some results filed as inactive show a strong effect at the top dose
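Reporter cells (MCF7, BRCA1 promoter-firefly luciferase) received library compounds across a concentration series for 48 h. End-point luminescence was measured and concentration-effect curves derived after normalization.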
MLL CXXC-DNA inh – MLL CXXC-DNA interaction inhibition | Q03164 | MLL-CXXC / FITC-HOXA9 DNA fluorescence polarization | Potency, µM (highest dose often 115 µM), without a hit: top-dose activity change, negative = inhibition, hits mostly inhibitors | 290,000 compounds, 0.037% hits | AID 2662; active = well fitted inhibition curve with a large enough effect in the polarisation, with a control signal flat, not every such curve was filed as active; inconclusive = small, poorly fitted or top-dose-only effect, or effect the other way, or a change in a side signal; inactive = no such curve, though single readings can be large or run the other way; the % refers to the polarisation; note: potency is the fitted concentration of half-maximal effect
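Steps: dispense CXXC domain solution (7 uM) → pin compounds or unlabeled HOX-A9 DNA control → 5 min ambient → add FLSN-HOX-A9 solution (50 nM) → spin → 30 min ambient → fluorescence polarization. Tris pH 7.5/NaCl/DTT/BSA buffer.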
p53 reactivation – restores transcriptional activity of mutant p53; H1299 p53-A138V BP100-luciferase reporter, luminescence, 24 h; 320,000 compounds, 0.063% hits; Potency, µM (titrated, usually from 92.2 µM), for inactives: at the top dose activity change, positive = activation, actives largely listed as activators; note: potency is the fitted concentration of half-maximal effect; % of control where 0% means no effect; nearly all actives have a fitted effect of over 45% in size
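H1299 (p53-null), stable ts p53-A138V + BP100-Luc; 1000 cells/well, Opti-MEM/10% FBS; cpd 4 pt, 1:5; 24 h, 37 deg C, 5% CO2; detection reagent 10 min RT; luminescence.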
A-T KAP1 phos – candidate therapy for ataxia-telangiectasia | […] A-T fibroblasts, KAP-1 phosphorylation AlphaLISA; neocarzinostatin DNA damage 30 min before lysis | Potency, µM (top dose mostly 57.5 µM), inactives show at the highest dose activation, hits mostly activators | 320,000 compounds, 0.19% hits | AID 485349; note: potency is the fitted concentration of half-maximal effect; % of control where 0% means no effect; nearly all actives have a fitted effect of over 45% in size
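ATM-like activity read as KAP-1 phosphorylation via AlphaLISA donor/acceptor antibody pairs after lysis and 6 hr at 25C. Cells were ATM-null patient fibroblasts ([…], hTERT), dosed 60 min, then exposed to the DSB inducer NCS for 30 min.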
PTAP TSG101 blk – blocks PTAP/TSG101 interaction to inhibit HIV-1 budding; Q99816; Fluorescence polarization, FITC-PTAP peptide / Tsg101 binding; Potency, µM (titrated, usually from 115 µM), without a hit: at the top dose activity change, negative = inhibition, actives largely listed as inhibitors; 340,000 tested, under 10 active; AID 493005; active = well fitted inhibition curve with a large enough effect in the main read-out, with a control signal flat, not every such curve was filed as active; inconclusive = small, poorly fitted or top-dose-only effect, or effect the other way, or a change in a side signal; inactive = no such curve, though single readings can be large or run the other way; note: potency is the fitted concentration of half-maximal effect; % of control where 0% means no effect
Target sequence (Q99816 whole entry, looked up): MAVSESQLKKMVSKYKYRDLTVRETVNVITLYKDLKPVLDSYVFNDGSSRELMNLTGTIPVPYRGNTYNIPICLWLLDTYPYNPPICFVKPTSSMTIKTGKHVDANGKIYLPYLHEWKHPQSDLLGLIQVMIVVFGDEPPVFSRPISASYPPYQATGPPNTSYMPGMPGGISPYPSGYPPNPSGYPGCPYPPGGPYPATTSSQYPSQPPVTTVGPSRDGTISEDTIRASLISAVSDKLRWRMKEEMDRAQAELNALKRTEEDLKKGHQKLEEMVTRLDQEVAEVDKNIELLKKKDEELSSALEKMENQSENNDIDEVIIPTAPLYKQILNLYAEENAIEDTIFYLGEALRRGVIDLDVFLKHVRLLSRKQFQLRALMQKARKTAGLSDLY
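FP read-out: FITC-PTAP peptide, 50 nM final, binding Tsg101 binding domain, 10 uM final; 20 min, r.t.; 10 mM HEPES pH 7.5, 0.15 M NaCl, 0.01% Tween 20, 3 mM EDTA, 0.1 mM TCEP.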
TCR act – T cell receptor activation; primary human leukocytes, anti-CD3, IL-2 HTRF, 48 h; Potency, µM (highest dose often 9.22 µM), inactives show at the top dose activation of IL-2 secretion, actives largely listed as activators; 330,000 tested, under 10 active; note: % of control where 0% means no effect
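TCR engagement came from a-CD3 beads alone, with compounds added to primary human leukocytes for 48 hr. Secreted IL-2 bridged europium cryptate- and d2-labelled anti-IL-2 antibodies, giving FRET emission at 665nm after 320nm excitation.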
B2AR arrestin – beta2AR (human) beta-arrestin recruitment activity | AID 492947 | P07550 | beta-arrestin recruitment to beta2AR, cell-based reporter | 330,000 compounds, 0.02% hits | Potency, µM (highest dose often 46.1 µM), for the others: at the highest dose activation, most hits filed as activators;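 note: potency is the fitted concentration of half-maximal effect; 0% = DMSO controls and full agonism = EC100 isoproterenol or metaproterenol; nearly all actives have a fitted effect of over 65% in size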
Target sequence (P07550 whole entry, looked up): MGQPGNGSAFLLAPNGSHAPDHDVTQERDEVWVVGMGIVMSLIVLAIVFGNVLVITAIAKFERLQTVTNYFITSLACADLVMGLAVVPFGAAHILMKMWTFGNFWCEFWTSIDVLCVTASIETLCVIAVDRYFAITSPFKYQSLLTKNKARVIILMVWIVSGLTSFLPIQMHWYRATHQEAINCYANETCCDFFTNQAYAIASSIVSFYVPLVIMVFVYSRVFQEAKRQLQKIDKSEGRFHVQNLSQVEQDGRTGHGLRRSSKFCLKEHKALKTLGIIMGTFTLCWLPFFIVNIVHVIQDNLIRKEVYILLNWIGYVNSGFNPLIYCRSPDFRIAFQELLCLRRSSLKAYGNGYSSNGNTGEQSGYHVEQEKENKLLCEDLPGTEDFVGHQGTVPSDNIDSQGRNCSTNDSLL
a7 integrin act – integrin-mediated muscular dystrophy alleviation activation; alpha7betagal myoblasts, beta-gal FDG fluorescence, 48 h; Potency, µM (series often up to 38.3 µM), for inactives: top-dose activation, usual class: activators; 350,000 compounds, 0.064% hits; AID 624291;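 note: potency is the fitted concentration of half-maximal effect; 100% = response of the positive control SU9516; nearly all actives have a fitted effect of over 60% in size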
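alpha7betagal+/- myoblasts (passage 13, 250/well) treated 48 h at 37C with compounds at 1:260 dilution of DMSO stock. Lysed, then beta-galactosidase activity read as FDG fluorescence (ex 480/em 540) after 30 min, with pre-read for autofluorescence.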
ELG1 repair inh – ELG1-dependent DNA repair inhibition | HEK293T ELG1-luciferase reporter, luminescence, 16 h; DNA damage induced by 5-fluorouridine | Potency, µM (titrated, usually from 46.1 µM), without a hit: top-dose activity change, negative = inhibition, usual class: inhibitors | 330,000 compounds, 2.3% hits; note: potency is the fitted concentration of half-maximal effect; % is set by controls: 0 for no effect and ±100 for the full control effect; nearly all actives have a fitted effect of over 55% in size
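Step one: seed 2,000 cells per well. Step two: pin-transfer compound or DMSO alongside 5-fluorouridine. Step three: incubate 16 hr, 37 °C, 5% CO2. Step four: add ONE-Glo, wait 30 min, read luminescence.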
Numbers without * were called inactive; ? = inconclusive; · = no result given; [ ] = dose if it differs, or a comment. Unless noted, calls come from the whole dose curve; as a rule, active = well fitted curve in the direction sought with a large enough effect; inconclusive = small, poorly fitted or top-dose-only effect, or another doubt; inactive = no such curve, though single readings can be large; an effect the other way counts as inactive or inconclusive.

SMILES	TRPV1 ag	BRCA1 expr act	MLL CXXC-DNA inh	p53 reactivation	A-T KAP1 phos	PTAP TSG101 blk	TCR act	B2AR arrestin	a7 integrin act	ELG1 repair inh
CN(C)C(CNC(=O)Cc1ccc([N+](=O)[O-])cc1)c1ccccc1 (stereo not given)	-8	-4%	5%	9%	0%	-4%	-1%	0.0%	-13%	13%
C[C@H](CO)N1C[C@H](C)[C@@H](CN(C)CC2CCCCC2)Oc2ccc(NS(C)(=O)=O)cc2C1=O	·	15%	·	8%	1%	1%	-5%	0.0%	-19%	0%
c1ccc(CNc2nc(-c3ccccn3)nc3ccccc23)cc1	9	-46%	3%	-2%	7%	0%	1%	-0.3%	-12%	-8%
COc1cccc(CC(NC(C)=O)C(=O)NC2CCN(C(=O)c3ccc(Cl)cc3)CC2)c1 (stereo not given)	-1	-6%	0%	-5%	-1%	-3%	-6%	0.0%	-35%	1%
Cc1ccccc1OCc1nnc(SCC(=O)O)n1Cc1ccccc1	-2	-4%	8%	-2%	2%	-6%	2%	0.0%	10%	-2%
O=C(NCCN1C(=O)S/C(=C\c2ccc(F)cc2)C1=O)C1CCN(S(=O)(=O)c2cccs2)CC1	0	59%	-2%	?	-3%	-4%	-4%[46.1 µM]	-4.8%	7%	3%
COc1cccc(OCCCCCCN2CCOCC2)c1	9	-7%	3%	1%	·	-1%	1%	0.0%	8%	0%
CC(C)(CNC(=O)c1cc([N+](=O)[O-])ccc1N1CCC(Cc2ccccc2)CC1)N1CCOCC1	?	-41%	·	-1%	0%	-3%	-5%	-0.8%	-23%	21µM*
Cc1ccc(C(=O)NNC(=O)c2ccc(C)cc2)cc1	?	?	0%	1%	12%	-1%	1%	0.5%	6%	?
COc1cccc2[nH]c3c(=O)n(CCCN4CCOCC4)cnc3c12	-2	-13%	2%	0%	-27%	0%	-63%	-1.1%	?	?
N#Cc1ccc(C(=O)OCC(=O)NC(=O)NC2CCCCC2)cc1	2	0%	·	14%	2%	-1%	2%	-0.6%	12%	10%
Cc1ccc(S(=O)(=O)N2CCN(C(=O)CSc3nc(N)cc(=O)[nH]3)CC2)c(C)c1	-3	4%	12%	2%	4%	-1%	-2%	-0.1%	-11%	?
O=C(c1ccco1)N1CCN(S(=O)(=O)Cc2ccccc2Cl)CC1	1	-3%	2%	-5%	2%	0%	2%	-0.4%	16%	0%
Cn1c(C(=O)NCCc2ccsc2)cc2c(=O)n(C)c3ccccc3c21	-2	0%	26%	-3%	8%	-3%	-4%	-1.7%	-1%	?
O=C(O)c1cc(-c2cccs2)nc2cc3c(cc12)OCCO3	1	29%	-3%	10%	3%	-5%	-5%[46.1 µM]	0.1%	-21%	?
CCOc1ccc(NC(=O)C(C)Oc2ccc(C#N)cc2)cc1S(=O)(=O)N1CCCC1 (stereo not given)	19	-16%	·	-1%	0%	7%	3%	0.0%	11%	?
CCOC(=O)c1ccc(NCCc2ccc(OC)c(OC)c2)c(N)c1	3	11%	12%	·	3%	1%	3%	-0.3%	-14%	6%
O=C(COC(=O)CNS(=O)(=O)c1ccc(Br)cc1Cl)Nc1ccc(N2CCOCC2)cc1	0	-16%	·	0%	-5%	-2%	3%	0.1%	6%	13%
Cc1cccc(N(C(=O)c2ccco2)C(C(=O)NC2CCCC2)c2ccco2)c1C (stereo not given)	-1	-25%	11%	-1%	5%	1%	-66%	0.4%	-4%	7%
C/C(=N\NC(=O)c1nn(C)c(C)c1Br)c1ccc(NC(=O)c2ccc(C)s2)cc1	?	?	6%	8%	3%	-8%	11%	0.2%	-32%	?
COC(=O)C(CCC(C(=O)OC)N1C(=O)c2ccccc2C1=O)N1C(=O)c2ccccc2C1=O (stereo not given)	·	-3%	·	·	·	0%	-3%	·	-9%	·
COc1ccc(OC)c(CNC(=O)CCC(=O)N2Cc3ccccc3Oc3ncccc32)c1	2	3%	-1%	-5%	5%	-4%	4%	0.4%	4%	5%
Cn1nnnc1SCCNCc1ccccc1OCc1ccccc1	9	0%	20%	6%	3%	0%	-6%[46.1 µM]	-0.6%	-9%	-1%
CCCOC(=O)CSC1=C(C#N)C(c2ccccc2OCC)C(C#N)C(=O)N1 (stereo not given)	-2	-20%	0%	-5%	3%	-7%	-4%	-2.2%	-23%	20%
FC(F)Sc1ccc(NC(=S)N2CCN(c3ccccn3)CC2)cc1	4	-36%	-3%	4%	-8%	-7%	0%	0.0%	-88%[inhibitor]	?
CN1CCC(N(C)S(=O)(=O)c2ccc(C(C)(C)C)cc2)CC1	8	-12%	-16%	-2%	7%	0%	1%	-0.8%	-55%	-3%
COc1cc(NC(=O)c2ccnc(N)c2)cc(C(=O)Nc2cccc(C(F)(F)F)c2)c1	6	-15%	3%	-3%	-6%	-1%	-2%	-0.3%	9%	13%
O=C(Nc1nnc(SCC(=O)N2CCCc3ccccc32)s1)c1cccc2ccccc12	14	-45%	4%	4%	16%	0%	10%[46.1 µM]	-1.2%	-7%	2%
COc1ccc(-c2cc3c(=O)n(CC(=O)NCc4ccc(C)cc4)ncn3n2)cc1	2	24%	·	·	2%	3%	8%	-0.4%	-1%	?
CCn1c(O)c(/C=C2\C=Nc3ccccc32)sc1=O	5	?	-11%	7%	3%	1%	5%	0.3%	-13%	?
CCN(CC)CCNC(=O)c1ccc2c(=O)n(C3CCCC3)c(=S)[nH]c2c1	1	-29%	25%	18%	·	-9%	5%	-1.0%	-56%[inhibitor]	?
O=C(Cn1c(COc2ccc(Cl)cc2)nc2ccccc21)NCC(F)(F)F	21	-4%	1%	13%	-1%	1%	-1%[46.1 µM]	-0.7%	-7%	11%
COc1ccc(C2CC(c3cc(Br)ccc3F)n3nnnc3N2)cc1 (stereo not given)	2	-41%	4%	-3%	3%	-4%	2%	-0.3%	20%	-13%
COCCNC(=O)Cn1cc2c(n1)CCC(C)C2 (stereo not given)	-2	33%	-3%	1%	6%	-1%	7%	-0.7%	8%	14%
COc1ccc(-c2nc(-c3cccc([N+](=O)[O-])c3O)cc(=O)o2)cc1OC	-7	1%	15%	-4%	4%	-3%	1%[46.1 µM]	2.5%	22%	22%
CSc1nc2ccc(NC(=O)C3=NN(c4ccccc4)C(=O)CC3)cc2s1	11	-2%	-3%	-3%	-1%	-4%	0%	0.3%	0%	13%
Cc1cccc(C)c1NC(=O)/C(C#N)=C/c1cccs1	1	16%	-1%	-1%	-6%	-8%	-8%	-0.3%	1%	-12%
CCN(CCCn1c(SCC#N)nc2ccccc2c1=O)c1ccccc1	-2	-52%	0%	1%	7%	-2%	-1%	-0.1%	-3%	?
Cc1ccccc1NC(=O)CC(=O)Nc1ccccc1C	-3	-19%	-1%	2%	0%	-3%	-9%	0.5%	-21%	-10%
COc1ccc(NC(=O)CN(C)C(=O)CN2C(=O)NC3(CCCC3)C2=O)cc1	1	-24%	·	6%	-1%	-1%	4%	0.1%	-9%	6%
O=C(Cn1c(=O)n(CCCCC(=O)NC2CCCC2)c(=O)c2ccccc21)NCCC1=CCCCC1	-1	1%	19%	5%	13%	-3%	-1%	0.4%	-24%	10%
Cc1cccc(C2=NN(c3ccc(Br)cc3)[C@@H](C(=O)N3CCOC3=O)[C@@H]2C)c1	·	-8%	·	3%	7%	-9%	0%[46.1 µM]	-0.8%	11%	-19%
O=C(Nc1cnn(Cc2ccc(Cl)cc2)c1)c1cccs1	23	9%	3%	-1%	-7%	-5%	-12%	0.4%	-43%	26%
O=C(COC(=O)C1CCCN1C(=O)c1cccs1)c1ccccc1 (stereo not given)	-1	3%	-1%	8%	2%	-1%	-3%	-0.1%	1%	12%
COc1ccc(F)cc1C(=O)C1CCCN(Cc2ccc3c(c2)OCCO3)C1 (stereo not given)	6	-12%	15%	-5%	1%	-2%	5%	-1.2%	15%	?
Clc1ccc2nc(-c3cccc(SC4CCCCC4)c3)c(NCc3ccccc3)n2c1	?	-31%	·	14%	?	-2%	3%	-0.6%	21%	?
CC1CN(CCc2ccccc2)C(C)C/C1=N/O (stereo not given)	·	10%	·	·	·	0%	-1%	·	?	·
COc1cc(/C=N/NC(=O)c2[nH]nc3c2CCc2ccccc2-3)ccc1O	-5	-45%	?	3%	3%	-9%	-1%[46.1 µM]	-1.0%	-17%	?
CC1(C)C(C(=O)OCC(Cl)(Cl)Cl)N2C(=O)C(NC(=O)Cc3ccccc3)C2S1=O (stereo not given)	-10	-3%	-10%	4%	9%	-6%	-4%	0.2%	10%	-8%
